Neddylation inh: inhibitors of cullin neddylation, primary screen, biochemical, TR-FRET, uHTS, NAE and Ubc12. AID 651699, 2012. calls only at 25 µM. hit rate 0.58% among 360,000; in the data active = inhibition above about 36%
SKN-1 block: suppressors of acrylamide-induced Pgst-4::GFP reporter in worms, primary screen, SKN-1 inhibitor project, whole organism, uHTS, GFP/RFP fluorescence ratio, strain VP596. C. elegans VP596 Pgst-4::GFP/RFP ratio, 24 h. inhibition, % at 21.8 µM. hit rate 0.49% among 360,000. AID 624304, 2012;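 active = interference check ratio from 0.5 to 1.5 plus GFP to RFP signal ratio inhibition reaching or exceeding a fixed threshold, cut at about 30% in these data, passing the limit was not always enough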; note: some compounds called inactive have numbers as strong as hits
bovine MsrA act: bovine MsrA enzyme activators, primary screen, biochemical, absorbance, HTS. Methionine sulfoxide reductase A (Bos taurus). purified bovine MsrA, absorbance read-out. activation, % at 10.6 µM. hit rate 0.3% among 360,000; in the data active = activation above about 7.5%;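 note: 0% = vehicle and 100% = reference activator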
Rin1 Abl inh: inhibitors of Rin1-Abl protein binding, primary screen, biochemical, TR-FRET; Tyrosine-protein kinase ABL1 (Homo sapiens) + Ras and Rab interactor 1 (Homo sapiens), …; AID 588664, 2011; hit rate 0.4% among 360,000; inhibition, % at 7.35 µM; in the data active = inhibition above about 5%, passing the limit was not always enough
E coli Lon inh: inhibitors of E. coli Lon protease, primary screen, biochemical, fluorescence polarization | hit rate 0.42% among 360,000 | P0A9M0 | inhibition, % at 7.94 µM | purified E. coli Lon protease; in the data active = inhibition above about 13%, passing the limit was not always enough;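 note: 0% = enzyme with probe and DMSO and 100% = no enzyme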
Target sequence (P0A9M0 whole entry, looked up): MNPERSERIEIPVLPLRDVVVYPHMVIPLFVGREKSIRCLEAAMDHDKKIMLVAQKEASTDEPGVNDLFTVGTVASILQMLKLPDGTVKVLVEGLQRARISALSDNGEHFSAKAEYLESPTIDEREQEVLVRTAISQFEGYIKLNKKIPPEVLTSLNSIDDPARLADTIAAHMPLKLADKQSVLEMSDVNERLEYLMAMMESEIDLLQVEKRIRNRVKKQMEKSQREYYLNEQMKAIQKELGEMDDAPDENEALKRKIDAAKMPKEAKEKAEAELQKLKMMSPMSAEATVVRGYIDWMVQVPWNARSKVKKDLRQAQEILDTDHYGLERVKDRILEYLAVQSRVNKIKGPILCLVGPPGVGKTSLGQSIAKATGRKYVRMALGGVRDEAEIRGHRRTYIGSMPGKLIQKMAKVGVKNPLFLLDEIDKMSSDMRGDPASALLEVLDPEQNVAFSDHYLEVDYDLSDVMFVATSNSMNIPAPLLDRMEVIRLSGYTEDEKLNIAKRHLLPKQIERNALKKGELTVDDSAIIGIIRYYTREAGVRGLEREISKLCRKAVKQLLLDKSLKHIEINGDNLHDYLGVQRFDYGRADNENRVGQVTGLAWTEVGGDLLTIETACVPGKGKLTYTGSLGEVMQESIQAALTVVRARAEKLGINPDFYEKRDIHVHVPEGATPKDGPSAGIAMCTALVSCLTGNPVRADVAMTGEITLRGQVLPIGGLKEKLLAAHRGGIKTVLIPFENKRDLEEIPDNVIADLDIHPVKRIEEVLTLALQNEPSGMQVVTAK
FAS-TE inh: FAS thioesterase domain inhibitors, primary screen, biochemical, fluorescence intensity, uHTS. Fatty acid synthase (Homo sapiens), P49327. recombinant FAS-TE, OMFH fluorogenic substrate, fluorescence endpoint. inhibition, % at 15 µM. hit rate 0.67% among 360,000;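 active = compounds whose normalised, plate-corrected inhibition of enzyme fluorescence in the single-dose primary screen is 50% or more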;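 note: 0% = DMSO with enzyme and 100% = substrate without enzyme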
MT1-MMP act inh: blockers of MT1-MMP proenzyme processing, primary screen, HT1080 RFP-PRO-GFP cells, GFP/RFP fluorescence | Matrix metalloproteinase-14 (Homo sapiens), P50281 | GFP/RFP ratio fluorescence, overnight; percent of plate control window, DMSO zero | GFP/RFP ratio change, % at 20 µM | hit rate 0.061% among 360,000;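 active = GFP/RFP ratio change of at least 30% with cell ATP level not reduced by more than half and red fluorescence within 50% of control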; note: strong numbers were not always called active
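Material – HT1080 RFP-PRO-GFP cells · Control set – DMSO wells and RFP-L50D-GFP cells · Incubation – overnight cell settling, then overnight compound exposure, 37 °C, 5% CO2 · Compound dosing – single-point 20 µM compound, 1% DMSO · Read-out – GFP/RFP fluorescence ratio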
CendR NRP1 mod: modulators of CendR peptide binding to NRP-1, primary screen, biochemical, fluorescence polarization, uHTS; Neuropilin-1 (Homo sapiens), O14786; FAM-RPARPAR peptide binding to NRP-1; inhibition, % at 25 µM; hit rate 0.85% among 360,000; AID 602438, 2012;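 active = inhibition or corrected inhibition above about 18%, plus a signal ratio from 0.5 to 1.5, limit read from the data, passing the limit was not always enough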; note: strong numbers were not always called active
PABP1 MLLE inh: inhibitors of PABP1 MLLE–PAM2 peptide binding, primary screen, biochemical, fluorescence polarization, FITC-PAM2, GST-MLLE | Polyadenylate-binding protein 1 (Homo sapiens), P11940 | inhibition, % at 20 µM | hit rate 0.36% among 360,000 | AID 588489, 2011; in the data active = inhibition above about 35%, passing the limit was not always enough;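 note: plate controls were DMSO wells with GST-MLLE for no effect and wells lacking GST-MLLE protein for full effect; some results filed as inactive read as strong as hits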
An asterisk follows results filed as active; i = inactive; · = not tested or not shown; + = active, no number.

SMILES	Neddylation inh	SKN-1 block	bovine MsrA act	Rin1 Abl inh	E coli Lon inh	FAS-TE inh	MT1-MMP act inh	CendR NRP1 mod	PABP1 MLLE inh
C/C(=N\Nc1c(Cl)c(Cl)nc(C(=O)O)c1Cl)c1ccc(O)cc1	i	-9	-7	0	3	-3	-2	0	-2
CC(C)CC1C(=O)N(Cc2cn(CCC3OCCCO3)nn2)CCS(=O)(=O)N1Cc1ccc(-c2ccc(Cl)nc2)cc1 (stereo not drawn)	i	-4	-4	1	-2	21	0	-11	2
Cc1ccc(-c2c(C(=O)c3ccc(Br)cc3)[nH]c(N)c2C(=O)NCc2ccc(Cl)cc2)cc1	i	-12	-1	·	-11	0	4	-1	·
COc1cc(C(=O)Nc2ccc3c(c2)Cc2ccccc2-3)cc(OC)c1OC	i	8	-3	3	4	-5	-2	4	9
COc1cccc(C(=O)/C=C/Nc2ccc(NC(C)=O)cc2)c1	i	5	-6	-1	2	-7	-1	-8	2
CC(=NNC(=O)COc1cccc(C)c1)c1cccnc1	i	-17	-2	0	-9	-6	0	0	-2
Cc1ccc(-n2[nH]c(C)c(C=Nc3ccc4[nH]c(=O)[nH]c4c3)c2=O)cc1	i	8	7.8*	-6	2	-34	19	30*	37
COc1ccc(C2C(C(=O)NC(C)C)c3ccccc3C(=O)N2C)cc1OC (stereo not drawn)	i	2	6	1	-5	-5	2	9	7
CCOc1cc(C(=O)NCCOC)cc(OCC)c1OCC	i	8	-3	2	-11	-2	-2	10	-12
O=C(COC(=O)COc1ccc(Cl)cc1Cl)NC1CCCC1	i	6	-2	0	-5	-6	-6	3	0
CC1Oc2ccccc2OC1(O)c1ccccn1 (stereo not drawn)	i	-1	-1	-2	1	-4	1	10	12
O=C(OCc1cn([C@@H]2C[C@H](c3ccccc3)N(Cc3cccs3)C[C@H]2O)nn1)c1ccccc1	i	21	0	0	4	9	-2	-10	4
CCC(c1nnnn1-c1ccc2c(c1)OCCO2)N1CCN(c2ccc(F)cc2)CC1 (stereo not drawn)	i	14	-6	·	3	25	0	-5	·
CCOC(=O)C1=C(C)NC(=O)NC1c1cccc(O)c1 (stereo not drawn)	i	-23	-2	-1	-3	-5	3	-23	-5
O=C(CNC(=O)Cc1ccccc1)NCC(=O)OCc1ccc(C(=O)c2ccccc2)cc1	i	4	-7	0	-2	-8	1	-2	3
COc1ccc(O)c(C(=O)c2cc(C#N)c(=O)n(-c3ccc(Cl)cc3)c2)c1	i	3	-4	0	-115	16	-58	-164	-80
CSCCC(=O)N1CCCC(CNC(=O)c2ccccc2Cl)C1 (stereo not drawn)	i	9	-14	-1	-6	-6	-2	-10	-2
COc1ccccc1NC(=S)N1CCNC(=O)C1CC(=O)Nc1cccc(C)c1 (stereo not drawn)	i	-4	-3	0	-7	-9	5	-6	-5
COc1cccc(NC(=O)Nc2ccc(Cc3ccncc3)cc2)c1	i	-6	-1	1	1	2	-4	-2	-1
Cc1cc(C(C)(C)C)ccc1OCC(=O)N/N=C\c1c(C)n(C)n(-c2ccccc2)c1=O	i	8	0	2	2	5	3	3	-5
COc1cccc(/C=C/C(=C2/C(=O)N(c3ccccc3)N=C2C)c2ccc(Br)cc2)c1OC	i	6	-10	0	5	-12	3	0	7
COc1ccc(C(=O)NCC(=O)Nc2cccc(S(=O)(=O)N3CCCC3)c2)cc1	i	-3	7	0	-10	-7	-4	-3	4
COc1ccc(-c2c3c(=O)n(C)c(=O)n(C)c3cn2Cc2cccnc2)cc1	i	6	-1	-4	10	0	-4	12	-8
Cc1ccc(S(=O)(=O)NC(=O)Nc2cc(C(C)(C)C)on2)cc1	i	-5	-6	-2	10	-8	4	2	0
COC(=O)c1cc(S(=O)(=O)NCC2CCN(Cc3cccc(F)c3)CC2)cn1C	i	-9	-4	-3	11	-6	2	3	4
CC(C)c1ccc(S(=O)(=O)c2n[nH]n3c2nc(=O)c2ccccc23)cc1	+	-5	-3	2	0	39	3	-80	4
COc1cc(C(=O)Oc2ccc(Br)cc2C(=S)N2CCOCC2)cc(OC)c1OC	i	2	-2	2	1	14	2	1	21
COc1ccccc1NS(=O)(=O)c1cccc(C(=O)NCC2(N3CCCCC3)CCCCC2)c1	i	19	-2	-3	-5	-6	3	-6	13
CN1CCN(NC(=S)NC(C)(C)CC(C)(C)C)CC1	i	0	-3	3	-6	-6	-2	8	12
CCC(=O)c1ccc(OCC(=O)OCC(=O)N(CCC#N)c2ccc3c(c2)OCCO3)cc1	i	14	0	2	-7	6	3	7	-9
CCOC(=O)N1CCC(N2Cc3cccc(C(=O)Nc4ccc(CC)cc4)c3C2=O)CC1	i	2	-2	-2	-5	20	-33	1	-2
CCOC(=O)c1cc(-c2ccccc2)n[nH]1	i	-9	-8	0	6	-5	0	-9	2
C[C@H]1CN([C@@H](C)CO)S(=O)(=O)c2ccc(Br)cc2O[C@H]1CN(C)S(=O)(=O)c1ccccc1F	i	-9	-2	0	-3	-4	0	0	-2
CCc1c(C)sc(NC(=O)c2cc(C)on2)c1C#N	i	8	-5	-3	-6	-6	7	7	18
O=C(Nc1ccc(F)c(Cl)c1)N1CCCCCC1	i	-1	-3	0	-9	-1	1	6	-7
CC1=C(C(=O)N2CCCCC2)C2(CCC(C)CC2)OC1=O (stereo not drawn)	i	12	1	3	-13	-7	1	-1	6
CCOC(=O)c1nnn(CC(=O)Nc2cccc(OC)c2)c1C(=O)OCC	i	-6	-2	-4	-7	-3	2	-3	3
C#CCOCCOCCOCCNc1nc(N2CCOCC2)nc(N2CCN(C(=O)[C@H]([C@@H](C)CC)n3cc([C@@H](N)CO)nn3)CC2)n1	i	27	0	-1	20	-8	6	-2	-22
CCNC(=O)OCc1cn(-c2ccccc2)nn1	i	-1	-6	0	-18	-10	-4	4	2
COCCCNC(=O)c1cc(Cc2ccccc2)sc1N	i	16	·	·	·	·	-5	0	·
COc1cc(OC)c(OC)cc1/C=N/Nc1ncnc2c1[nH]c1ccccc12	·	6	-4	-2	-5	-8	-1	-8	-10
CC(=O)Nc1ccc(NS(=O)(=O)c2c(Cl)cccc2Cl)cc1	i	1	-7	3	7	-2	4	4	28
Cc1nn(-c2ccccn2)c2c1C(=O)CC(C)(C)C2N=[N+]=[N-] (stereo not drawn)	i	17	-1	0	-3	-6	-7	2	-3
CCOC(=O)N1CCN(C(=O)Nc2cccc3ccccc23)CC1	i	2	-3	-1	2	0	5	3	-10
Cc1cc(C)nc(/N=C(/NC(=O)c2ccccc2)Nc2ccccc2)n1	i	1	-11	1	-2	-1	2	0	-5
Cc1ccc(NC(=O)CC(=O)NCCN2CCOCC2)cc1	i	-1	-2	0	-3	-10	4	0	5
CC1=CC(c2ccc(Cl)cc2)n2nc(NS(=O)(=O)c3ccc(C)cc3)nc2N1 (stereo not drawn)	·	4	-3	-1	-1	-4	3	-21	-28
CCN(CC)S(=O)(=O)c1ccc(N2CCCC2)c(C(=O)OCC(=O)/C(C#N)=C(\C)N)c1	i	-3	-1	-6	2	-1	0	-4	-3
Cc1cnc(C(=O)N2CCCC(C(=O)c3ccc(C(F)(F)F)cc3)C2)cn1 (stereo not drawn)	i	2	-3	6	-3	-2	2	1	-10
O=C(NCc1ccccn1)c1[nH]c(C(F)(F)F)nc1-c1ccccc1	i	7	-3	0	-2	-5	7	-4	-4

Going on with the list:
SMILES	Neddylation inh	SKN-1 block	bovine MsrA act	Rin1 Abl inh	E coli Lon inh	FAS-TE inh	MT1-MMP act inh	CendR NRP1 mod	PABP1 MLLE inh
CCc1ccc(NC(=O)C(=O)NCCN2CCN(C(=O)c3ccc(OC)cc3)CC2)cc1	i	-7	-3	-5	-20	-4	-3	-8	11
Cc1cc(C)c2c(n1)SCC(=O)N2CC(=O)Nc1cccc(Cl)c1	i	-6	0	0	3	1	-3	-8	-14
CC1=CC[C@@]23CCCN2C(=O)CCC[C@H]3C1	i	-11	-1	1	-7	-8	7	1	-2
Cc1ccc(CNC(=O)CCn2nc(-c3ccc(Cl)cc3)ccc2=O)cc1	i	10	0	3	-1	38	5	-8	4
Cc1ccc(C)c(Cn2c(C(C)O)nc3ccccc32)c1 (stereo not drawn)	i	21	-7	1	0	-6	1	-2	8
O=C(OCCN1CCOCC1)C(c1ccccc1)c1ccccc1	i	-7	-8	1	5	-1	6	-7	18
O=C(CSc1ncnc2c1oc1ccccc12)Nc1cccc(F)c1	i	0	-1	-75	-4	-6	2	8	2
